# Bioassay records from PubChem BioAssay.
# 5HT1E ag: 5-HT1E receptor agonists, primary screen, cell-based, HTS; activation, % at 6 µM; 5-hydroxytryptamine receptor 1E (Homo sapiens), P28566; 65,000 compounds, 0.69% hits; AID 574, 2007; CHO 5-HT1E Ga15 NFAT-bla reporter, FRET; 0% DMSO wells, 100% control agonist wells;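 active = activation above a set limit, the screen-wide mean activation plus 3 SD, cut at about 8.5% in these data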;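 also: 100% = positive control agonist at 1 µM giving full maximal response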
# Target sequence (P28566 whole entry, looked up): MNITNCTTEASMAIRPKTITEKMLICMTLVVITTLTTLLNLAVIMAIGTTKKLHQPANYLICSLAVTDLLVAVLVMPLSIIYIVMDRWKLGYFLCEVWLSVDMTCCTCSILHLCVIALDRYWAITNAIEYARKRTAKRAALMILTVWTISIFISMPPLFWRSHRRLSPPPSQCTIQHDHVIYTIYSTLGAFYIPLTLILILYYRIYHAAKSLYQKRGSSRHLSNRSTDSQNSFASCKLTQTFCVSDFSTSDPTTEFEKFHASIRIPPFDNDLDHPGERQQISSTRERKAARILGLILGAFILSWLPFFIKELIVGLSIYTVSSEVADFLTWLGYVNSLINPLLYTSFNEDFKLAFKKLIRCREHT
# RORa activator: activators of orphan receptor RORA, primary screen, cell-based, luminescence | Nuclear receptor ROR-alpha (Homo sapiens), P35398 | CHO-K1 Gal4-RORA LBD luciferase reporter; percent increase over mock-subtracted basal signal | activation, % at 10 µM | 65,000 compounds, 1.5% hits;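 active = activation above the mean of all tested compounds plus 3 SD, cut at about 49% in these data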;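 also: 0% = DMSO-treated RORA cells and 100% = added signal equal to DMSO minus mock-transfected cells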
# tolC growth inh: growth inhibitors of E. coli tolC mutant, primary screen, strain BW25113 ΔtolC::kan, 384-well. OD615. growth inhibition, % at 10 µM (by protocol). AID 573, 2007. 65,000 compounds, 2.2% hits;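 active = growth inhibition at or above a cutoff equal to the mean over every tested compound plus 3 SD, cut at about 60% in these data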;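 also: growth measured after 20 h incubation at 37 °C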
#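 System: E. coli ΔtolC::kan strain BW25113; Buffer or medium: LB broth supplemented with 50 µg/mL kanamycin; Compound: 10 µM final, single dose; Incubation: bacterial growth with compound for 20 h at 37 °C; Signal: A615 absorbance measurement; Evaluation: growth inhibition in percent.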
# S1P3 ag: human S1P3 receptor agonists, primary screen, cell-based, primary and confirmation, NFAT-BLA reporter. Sphingosine 1-phosphate receptor 3 (Homo sapiens), Q99500. S1P3 NFAT-BLA reporter cells, agonism, FRET ratio; relative to 1 µM S1P, basal subtracted. activation, % at 4.5 µM. 60,000 compounds, 0.1% hits. AID 373, 2006;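 active = activation above the screen-wide mean plus 3 SD, cut at about 4.5% in these data, passing the limit was not always enough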; also: some compounds called inactive have numbers as strong as hits
#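 Benchmarks: high control 1 µM S1P / System: stable CHO line with human S1P3, Gα16, NFAT-BLA reporter / Dosing: single compound concentration, 4.5 µM final / Timing: 4 h compound at 37 °C, 2 h substrate at RT / Measured by: FRET β-lactamase substrate fluorescence, excitation 405 nm, 460/535 nm emission ratio, background-subtracted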
# AP complement: alternative complement pathway inhibitors, primary screen, biochemical, ELISA, human serum, orthogonally pooled compounds. LPS-coated ELISA, C3 deposition; tested in compound mixtures. inhibition, % at 5 µM. 62,000 compounds, 0.08% hits;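 active = inhibition above 30% in each of the two pooled mixtures holding the compound, so the lower value exceeds 30%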;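 also: 0% = serum in Mg-EGTA without compound and 100% = EDTA serum blank; some compounds past the cut are filed as inactive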
#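 Test system: human serum complement alternative pathway, C3 deposition onto LPS / Medium: Mg2+-EGTA GVB++ buffer containing human serum at 1:15 dilution / Probe or stimulus: Plate-bound LPS / Times: 1 h at 37 °C / Signal: ELISA with HRP anti-human C3 antibody, TMB substrate, absorbance 450 nm / Measure: percent inhibition / Repeats: two pool placements per compound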
# S1P1 ag-PAM: S1P1 agonists and agonism potentiators, primary screen, cell-based, primary and confirmation screens, CRE-bla reporter. Sphingosine 1-phosphate receptor 1 (Homo sapiens), P21453. S1P1 CRE-bla cells, forskolin, beta-lactamase FRET, potentiator mode; S1P1 agonist co-added at EC20, 2 nM; 100% = saturating reference agonist, 0% = basal. activation, % at 9.5 µM. 56,000 compounds, 0.57% hits. AID 449, 2006;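 active = activation above a cutoff set at the mean activation of all tested compounds plus 3 SD, cut at about 54% in these data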;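 also: forskolin at 4 µM as EC80 and the EC20 agonist is SEW2871; 100% = SEW2871 at its EC100 plus forskolin at EC80; some compounds past the cut are filed as inactive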
# HTR1E antagonist: 5-HT1E receptor antagonists, primary screen, cell-based, HTS; 65,000 compounds, 0.99% hits; inhibition, % at 6 µM; CHO 5-HT1E Ga15 NFAT-bla reporter, FRET, antagonist; 5-hydroxytryptamine receptor 1E (Homo sapiens), P28566; AID 571, 2007;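 active = inhibition above a set limit, the mean inhibition across every tested compound plus 3 SD, cut at about 29% in these data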;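 also: signal is the 460 over 535 nm emission ratio of beta-lactamase substrate; 0% = agonist plus DMSO wells and 100% = wells without agonist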
# SF1 activator: activators of human SF-1, primary screen, cell-based, CHO-K1, Gal4-SF-1 LBD, luciferase luminescence; Steroidogenic factor 1 (Homo sapiens), Q13285; CHO-K1 Gal4-SF-1 LBD luciferase reporter; % increase over DMSO SF-1-specific signal; activation, % at 10 µM; 65,000 compounds, 1.9% hits;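 active = activation above the mean activation of all tested compounds plus 3 SD, cut at about 50% in these data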
#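 Assay system: CHO-K1 cells co-transfected with Gal4 DBD–human SF-1 LBD, 5xGal4 luciferase reporter / Input: 4,000 cells per well / Incubation: 20 h compound exposure at 37 °C after 1 h cell settling / Detection: SteadyLite luciferase luminescence / Control set: DMSO negative control and −SF1 background wells / Replication: one test per compound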
# 5-HT1A blocker: human 5-HT1a receptor antagonists, primary screen, cell-based, CHO, Ga15 NFAT-bla reporter. AID 612, 2007. 5-hydroxytryptamine receptor 1A (Homo sapiens), P08908. 62,000 compounds, 0.68% hits. CHO 5-HT1a Ga15 NFAT-bla reporter, antagonist mode. inhibition, % at 10 µM;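 active = inhibition above the mean of all tested compounds plus 3 SD, cut at about 43% in these data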;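 also: receptor stimulated by 5-CT agonist at 100 nM near EC80; beta-lactamase reporter measured by ratiometric fluorescence of a cleavable substrate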
# Target sequence (P08908 whole entry, looked up): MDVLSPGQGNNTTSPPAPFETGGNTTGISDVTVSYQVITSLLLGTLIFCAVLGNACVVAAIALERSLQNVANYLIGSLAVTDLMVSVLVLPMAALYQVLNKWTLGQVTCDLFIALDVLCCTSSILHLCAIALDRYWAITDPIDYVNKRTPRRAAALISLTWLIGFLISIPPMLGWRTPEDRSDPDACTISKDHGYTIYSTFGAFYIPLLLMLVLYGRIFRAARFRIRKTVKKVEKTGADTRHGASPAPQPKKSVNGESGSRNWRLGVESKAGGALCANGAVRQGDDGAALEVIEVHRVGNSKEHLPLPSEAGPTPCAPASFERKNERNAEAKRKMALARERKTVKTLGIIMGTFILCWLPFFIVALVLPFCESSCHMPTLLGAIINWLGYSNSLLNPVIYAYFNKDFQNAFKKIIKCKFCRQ
# Numbers without * were called inactive; / = no result given.
SMILES,5HT1E ag,RORa activator,tolC growth inh,S1P3 ag,AP complement,S1P1 ag-PAM,HTR1E antagonist,SF1 activator,5-HT1A blocker
Cc1ccc(SCc2cc(=O)n3[nH]cnc3n2)cc1,0.0,-4,11,-0.2,/,-5,2,-3,0
COC(=O)C1=C(CSCc2ccco2)NC(=O)NC1c1cc(C)ccc1C (centres undefined),-1.2,-2,28,-1.0,-2,6,-1,19,1
O=C(O)c1ccccc1C(=O)c1cccs1,-1.3,4,2,/,11,/,1,-8,5
Cc1cccc(NC(=O)Cn2cccc2)c1,-1.4,17,-5,-0.4,-1,4,-2,-8,1
Cc1cc(=O)oc(C)c1C(=O)NCCCN1C(C)CCCC1C (centres undefined),-1.4,-7,-13,/,11,/,3,6,-10
COC(=O)c1[nH]c2ccc(C)cc2c1NC(=O)C(C)N1CCN(C2CCCCC2)CC1 (centres undefined),-0.1,-5,0,-0.9,11,-18,3,21,-9
O=C(Nc1ccccc1Oc1ccccc1)c1cnccn1,-0.9,-16,18,-1.1,7,-6,1,-23,21
Cc1ccc(-c2nnc(COc3cccc(-n4cnnn4)c3)o2)cc1,-0.1,-12,3,-1.7,-9,6,6,6,-9
COc1ccc(OC)c(NC(=O)N[C@@H](Cc2ccccc2)C(=O)O)c1,1.2,-2,2,-1.3,-6,3,-10,7,4
CCOC(=O)c1c(C)c(C(=O)NCc2ccc3c(c2)OCO3)c(C)n1C,-0.4,-6,-13,-0.6,10,-18,7,11,-8
COCCNC(=O)CN1CCN(Cc2cccc(Cl)c2)C1=O,0.7,1,-13,-0.3,-2,-6,5,-11,-12
Cc1cccc(N2C(=O)c3cccc4c(N(C)CCO)ccc(c34)C2=O)c1,-0.5,0,9,0.1,3,-12,14,-17,12
Cc1nn(CC(C)C)c(=S)[nH]c1=O,-0.8,-18,-11,-0.2,12,-17,-2,-10,-8
COc1cccc(C2C(C(=O)c3ccc(C)o3)=C(O)C(=O)N2CCCN(C)C)c1 (centres undefined),-0.7,4,4,-0.8,12,-22,8,5,4
O=C(NC12CC3CC(CC(C3)C1)C2)c1cc2nc(-c3ccco3)cc(C(F)(F)F)n2n1,4.7,-1,54,0.4,8,-1,1,4,-18
CCCCC(=O)Nc1ccc(N2CCN(C(=O)CC)CC2)cc1,-0.4,-10,-13,-0.8,9,3,10,4,1
c1ccc2c(c1)nc1n2CCS1,-0.8,2,-12,-0.4,-7,-10,-5,0,-1
COc1ccc(CN(CC2CCCO2)S(=O)(=O)c2ccc(C(=O)O)cc2)cc1OC (centres undefined),-0.5,-21,1,-0.8,4,16,7,19,-6
CCCCCn1c(SCC#N)nc2cc(C(=O)NCC3CCCO3)ccc2c1=O (centres undefined),0.4,14,28,0.7,18,-7,15,12,6
O=C(Oc1ccc(-c2nnco2)cc1)N(c1ccccc1)c1ccccc1,-0.1,2,31,16*,12,/,1,0,3
CCOC(=O)C1=C(CSc2nc(-c3ccncc3)ccc2C#N)OC(N)=C(C#N)C1c1cccnc1 (centres undefined),0.1,-16,9,-3.9,/,-8,7,-12,/
O=C(O)C1CCCN(C(=O)NCc2ccccc2)C1 (centres undefined),-0.1,-1,-24,1.4,-1,4,-5,-7,5
COc1ccc(S(=O)(=O)N2CCCC(C(=O)O)C2)cc1Cl (centres undefined),-0.9,-4,7,-1.0,0,5,3,-12,4
CCCn1nc(C(=O)Nc2cccc(C(=O)OC)c2)c2ccccc2c1=O,-1.2,-14,7,-0.4,13,-31,9,12,11
N[C@@H](C(=O)N[C@@H]1C(=O)N2C(C(=O)O)=C(Cl)CS[C@H]12)c1ccccc1,0.3,-24,8,-3.0,21,-31,1,-10,/
Cc1cc(N2C(=O)C3C4C=CC(C4)C3C2=O)ccc1Br (centres undefined),-0.3,1,-13,0.6,-1,23,-7,6,-14
CCOC(=O)Cc1[nH]nc2c1C(C1C=CCCC1)C(C#N)=C(N)O2 (centres undefined),1.2,11,36,0.0,16,5,11,-8,-10
COc1cc(OC)cc(C(C(=O)NCc2ccccc2)N(Cc2ccco2)C(=O)c2ccno2)c1 (centres undefined),-0.5,-26,0,-0.3,1,7,-10,-2,11
COCCN(CCOC)S(=O)(=O)c1ccc(C(=O)Nc2nc(-c3ccncc3)cs2)cc1,-0.5,2,1,-1.3,12,-11,10,-5,-4
O=C(C1=C(O)C(=O)N(CCN2CCOCC2)C1c1cccs1)c1cc2ccccc2o1 (centres undefined),-1.3,48,-2,/,-3,/,-1,34,0
CCSCC1COC(c2cccn2Cc2ccc(C)cc2)=N1 (centres undefined),-0.1,3,61*,-0.1,7,-8,-17,-14,10
O=C(Nc1sc2c(c1C(=O)O)CCCCC2)c1ccco1,0.7,62*,16,-0.3,-3,18,4,57*,25
COc1ccc(CCNC(=O)C2CCC(CNc3c(N4CCCC4)c(=O)c3=O)CC2)cc1OC (centres undefined),0.4,-4,-13,0.4,10,0,-2,-4,-12
Cc1nccn1CC(O)COC1CCCCC1 (centres undefined),0.6,15,-25,0.7,12,7,-8,-7,-9
COc1cccc2cc(C(C)N(CCCN3CCOCC3)C(=O)Nc3ccccc3)oc12 (centres undefined),4.4,0,-4,-0.2,17,12,2,-9,16
Cc1ccc(NCc2nnc(SCC(=O)c3ccc4c(c3)OCCO4)o2)c(C)c1,-1.3,11,-3,-0.9,11,-13,-4,0,15
CC1(C)CC(=O)C2=C(C1)N(Cc1ccco1)C(=O)C2(NC(=O)c1cccnc1)C(F)(F)F (centres undefined),-0.4,-14,4,-2.6,/,2,4,6,/
O=C(O)CC(Cn1cnnn1)c1ccccc1 (centres undefined),1.2,0,-14,-0.5,20,-5,-3,-3,0
O=P(O)(O)c1ccccc1OCc1ccccc1,0.2,8,-7,-0.3,-16,-13,3,-8,-8
Cn1cnnc1SCC(=O)c1ccco1,0.4,1,-8,/,0,/,-4,0,10
COC(=O)c1ccc(NC(=O)Cc2ccccc2)cc1,0.4,39,0,-0.9,/,6,3,71*,10
CCCn1c2c(c(O)c(C(=O)Nc3ccc(OC)cc3)c1=O)CCCC2,-0.2,-13,5,-0.3,26,2,5,0,-4
O=C(NC1CCCc2ccccc21)C1CCC(CNc2c(N3CCOCC3)c(=O)c2=O)CC1 (centres undefined),4.2,-6,-16,-0.2,14,-23,1,3,-4
c1ccc(CN2C3=NCCCN3c3ccccc32)cc1,0.8,6,-24,0.2,10,-9,3,-15,3
CCOC(=O)C1=C(N)Oc2cc(O)ccc2C1c1cccnc1 (centres undefined),0.1,-9,5,-1.0,12,-3,-7,-1,-3
CN(C)CCCNC(=O)c1ccc2[nH]c3ccccc3c2c1,4.9,5,-21,0.6,10,-15,-3,-4,4
O=C(NCC1CCCO1)C1CCN(S(=O)(=O)c2cccnc2)CC1 (centres undefined),-0.9,-11,-15,/,6,/,0,-11,-1
COc1ccccc1C1/C(=C(\O)c2ccc3c(c2)OCCO3)C(=O)C(=O)N1CCCN(C)C (centres undefined),0.2,3,1,0.7,/,-7,5,9,/

# Only AP complement and SF1 activator, for two of the compounds above:
Structure | AP complement | SF1 activator
O=C(NC1CCCc2ccccc21)C1CCC(CNc2c(N3CCOCC3)c(=O)c2=O)CC1 (centres undefined) | 14 | 3
c1ccc(CN2C3=NCCCN3c3ccccc32)cc1 | 10 | -15

# (next part)
SMILES,5HT1E ag,RORa activator,tolC growth inh,S1P3 ag,AP complement,S1P1 ag-PAM,HTR1E antagonist,SF1 activator,5-HT1A blocker
CCOn1c(=O)c(-c2cc3ccccc3o2)[n+]([O-])c2ccccc21,-1.0,60*,-8,0.0,5,-17,11,97*,13
COC(=O)c1c(NC(=O)COC(=O)Cn2cnc3ccccc32)sc(C)c1C,-0.5,8,4,0.0,4,-15,-5,1,-12
O=C(O)Cn1c(-c2ccccc2)nc2ccccc21,0.7,-8,-25,-0.1,15,-9,1,21,-1
Cc1cc(C)c2cc3c(ccn3C3OC[C@H](O)[C@H](O)[C@H]3O)cc2n1 (some centres undefined),0.0,-21,-3,-0.6,6,-8,6,0,18
CCc1nnc(NC(=O)CCC(=O)N2CCN(Cc3ccc(Cl)cc3)CC2)s1,0.5,-6,-3,-0.7,5,8,-4,2,-11
O=C(NCc1ccco1)Nc1ccc2snnc2c1,0.1,10,7,/,15,/,-4,1,4
COCCCNC(=O)CCCn1c(=O)c2ccccc2n(CC(=O)Nc2c(C)cccc2C)c1=O,0.1,-13,-8,-1.0,5,-6,-14,25,5
Cc1ccc(Cl)cc1-n1c(=O)cc(N2CC(C)OC(C)C2)[nH]c1=O (centres undefined),-0.9,-12,-3,/,13,/,-1,-12,-9
CCCOc1ccc(Cc2nc(N)nc(N)n2)cc1,1.1,-20,9,-0.4,-10,-19,0,-21,20
CCOC(=O)C1Cc2ccccc2CN1 (centres undefined),0.2,-12,-17,-0.9,17,2,4,-14,-6
Cc1ccc2[nH]c(C(=O)O)c(NC(=O)CN3CCN(c4cccc(C)c4C)CC3)c2c1,2.7,-19,96*,-0.6,10,-7,-5,4,6
CCOC(=O)C1=C(N)N(c2ccc(N3CCCCC3)cc2)C(=O)C1,1.0,-4,-2,-0.3,13,-40,-12,-4,-12
CC1(C)CC(=O)c2cnc(NC(=O)C3CCCC3)nc2C1,2.3,7,-10,0.2,-1,-14,4,4,-5
O=C1CC(c2ccco2)Sc2nc3ccccc3n21 (centres undefined),-0.6,16,-18,-1.3,11,/,9,33,15
